# SIAH1 antagonists: Siah-1 peptide-binding antagonists, primary screen, biochemical, fluorescence polarization, rhodamine-plectin, uHTS (AID 1817); E3 ubiquitin-protein ligase SIAH1 (Homo sapiens); Siah-1 / rhodamine-plectin peptide fluorescence polarization; higher % means a stronger effect; one-dose displacement, % at 20 µM; IC50 in µM for titrated hits; 0.02% of 290,000 active;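 active means displacement of at least 50% at 20 µM, with a fluorescence ratio check between 0.3 and a set limit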;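 further: plate controls were Siah plus tracer with DMSO for no effect and tracer alone without Siah for full effect; strong numbers were not always called active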
# K1F lysis inhibition: inhibition of K1F phage lysis, E. coli UTI89, bacterial capsule biogenesis inhibitors, alamar blue (AID 488966) | E. coli UTI89 K1F phage lysis, alamar blue, 2 h; higher % means a stronger effect | inhibition, % at 100 µM, or IC50 in µM where a hit was titrated | 0.02% of 340,000 active;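 active means phage lysis inhibition, versus mean bacterial control, above a set limit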;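 further: capsule biogenesis inhibitors block K1F phage lysis so surviving cells raise fluorescence; higher fluorescence means more inhibition of phage lysis; actives were called in the ten point dose series up to 300 µM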
# Lipid droplet: inhibitors of hepatocyte lipid droplet formation, primary screen, imaging, high-throughput imaging, BODIPY stain; AML12 mouse hepatocytes, oleate lipid droplets; 0.4% of 240,000 active; inhibition, % at 6.5 µM; AID 1656, 2009;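 active means lipid droplet intensity inhibited by at least 50%, with more than 500 cells counted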
#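 Assay system: AML12 hepatocytes (mouse) / Also added: 100 µM oleic acid challenge / Times: overnight treatment with compound plus oleate / Detection: high-content imaging of BODIPY-stained droplets and DAPI nuclei / Evaluation: % inhibition of lipid droplet signal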
# Lipid droplet cells 6.5 µM: also measured in Lipid droplet; calls as there; cell count; measured here: cell count, cytotoxicity flag;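 cells counted across two imaged fields per well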
# * marks the source's active call; other numbers are inactive results; [ ] = dose if it differs, or a comment. The list is partial (hit frequency here may not be typical).
no.	compound	SIAH1 antagonists	K1F lysis inhibition
1	COc1cc(/C=C2\SC(=S)N(NC(=O)c3ccccc3OC)C2=O)ccc1O	-4%	1.2%[50 µM]
2	Cn1c(SCc2ccccc2C#N)nc2ccccc2c1=O	1%	0.6%
3	CCOC(=O)C1=C(C)N=c2s/c(=C/c3cccc(OCC(=O)O)c3)c(=O)n2C1c1ccc(F)cc1 (stereo not given)	8%	1.7%[50 µM]
4	COCCN(CCOC)C(=O)c1ccc(NS(=O)(=O)c2ccc3c(c2)OCCO3)cc1	3%	0.8%[50 µM]
5	COc1ccc(CC(=O)Nc2ccc(S(=O)(=O)Nc3cc(OC)nc(OC)n3)cc2)cc1	-5%	-0.6%
6	N/C(=N\OC(=O)c1ccc(Cl)cc1[N+](=O)[O-])c1ccccn1	17%	-1.6%
7	COc1cc(-c2n[nH]c(=S)n2Cc2ccccc2)cc(OC)c1OC	2%	3.3%[50 µM]
8	O=C(c1cc(-c2cccc(Cl)c2)nc2ccccc12)N1CCN(c2ccccn2)CC1	-3%	0.1%
9	O=C(N/N=C/c1ccco1)c1cccc(NC(=O)c2cccc(Cl)c2)c1	-2%	-0.2%
10	C=CCNC(=O)C1CCN(S(=O)(=O)c2cccs2)CC1	4%	2.0%

no.	Lipid droplet	Lipid droplet cells 6.5 µM
1	0	838
2	-48	791
3	-2	803
4	-10	686
5	13	770
6	2	814
7	23	731
8	-18	855
9	-14	816
10	7	846

# Exported field by field: part of the list above
5) COc1ccc(CC(=O)Nc2ccc(S(=O)(=O)Nc3cc(OC)nc(OC)n3)cc2)cc1
  SIAH1 antagonists: -5% | K1F lysis inhibition: -0.6% | Lipid droplet: 13 | Lipid droplet cells 6.5 µM: 770
6) N/C(=N\OC(=O)c1ccc(Cl)cc1[N+](=O)[O-])c1ccccn1
  SIAH1 antagonists: 17% | K1F lysis inhibition: -1.6% | Lipid droplet: 2 | Lipid droplet cells 6.5 µM: 814
7) COc1cc(-c2n[nH]c(=S)n2Cc2ccccc2)cc(OC)c1OC
  SIAH1 antagonists: 2% | K1F lysis inhibition: 3.3%[50 µM] | Lipid droplet: 23 | Lipid droplet cells 6.5 µM: 731
8) O=C(c1cc(-c2cccc(Cl)c2)nc2ccccc12)N1CCN(c2ccccn2)CC1
  SIAH1 antagonists: -3% | K1F lysis inhibition: 0.1% | Lipid droplet: -18 | Lipid droplet cells 6.5 µM: 855

# Going on with the list.
no.	compound	SIAH1 antagonists	K1F lysis inhibition
11	CCOc1ccc(/C=N/NC(=O)C(=O)N2CCCCCC2)c2ccccc12	0%	-0.1%
12	CCCCN(CC)CCCNC(=O)c1ccc(CS(=O)(=O)c2ccccc2C)o1	6%	-0.1%
13	O=C(c1cccc(NC2=NC3CS(=O)(=O)CC3S2)c1)N1CCN(c2ncccn2)CC1 (stereo not given)	-1%	-0.6%
14	CCOC(=O)c1c(NC(=O)CCS(=O)(=O)c2ccccc2)sc2c1CC(C)(C)NC2(C)C	-1%	0.7%[50 µM]
15	COc1ccc(S(=O)(=O)N/N=C(/C)c2ccco2)cc1	-3%	0.2%
16	Cc1ccc(S(=O)(=O)c2nnn3c2nc(N2CCN(c4ccccn4)CC2)c2ccccc23)cc1C	-1%	0.1%
17	NC(=O)N1N=C2/C(=C/c3ccccc3)CCCC2C1c1ccccc1 (stereo not given)	2%	0.1%
18	COc1ccc2oc(=N)c(C(=O)Nc3ccc(C)cc3)cc2c1	-3%	0.0%
19	CC(OC(=O)CCOc1ccccc1)C(=O)Nc1ccc(Cl)cn1 (stereo not given)	-6%	-0.1%
20	Clc1cccc(OCc2nnc(-c3ccccc3Br)o2)c1	-3%	1.3%

no.	Lipid droplet	Lipid droplet cells 6.5 µM
11	-3	802
12	1	818
13	4	787
14	13	716
15	-2	654
16	-12	719
17	-6	774
18	-4	855
19	13	707
20	-2	834

# Gathered by group: the compounds so far with a thiophene ring, fused or not
no.	compound	SIAH1 antagonists	K1F lysis inhibition
10	C=CCNC(=O)C1CCN(S(=O)(=O)c2cccs2)CC1	4%	2.0%
14	CCOC(=O)c1c(NC(=O)CCS(=O)(=O)c2ccccc2)sc2c1CC(C)(C)NC2(C)C	-1%	0.7%[50 µM]

no.	Lipid droplet	Lipid droplet cells 6.5 µM
10	7	846
14	13	716

# Other records.
no.	compound	SIAH1 antagonists	K1F lysis inhibition
21	CN1C(=O)C(C)(C)c2cc(S(=O)(=O)N3CCC(C(=O)NCc4ccccc4Cl)CC3)ccc21	0%	0.3%
22	COc1ccc(N(CC(=O)NCC2CCCO2)C(=O)CCC(=O)Nc2nccs2)c(OC)c1 (stereo not given)	12%	0.0%
23	Cc1ccc(SCCSc2nc(C)cc(=O)[nH]2)cc1	2%	0.3%
24	CN(C)Cc1c(C(=O)N/N=C/C=C/c2ccccc2)nnn1-c1nonc1N	-9%	-0.9%
25	COc1cccc(CNC(=O)CCCn2ncn3c(cc4occc43)c2=O)c1	4%	0.3%
26	CCOC(=O)C1CCCN(C(=O)c2ccc3nc(-c4ccccc4)c(-c4ccccc4)nc3c2)C1 (stereo not given)	6%	-0.4%
27	CC(CCc1ccccc1)NC(=O)CCCn1ncn2c(cc3occc32)c1=O (stereo not given)	3%	0.2%
28	COc1cc(NC(=O)c2ccc(Cl)cc2)c(Cl)cc1NC(=O)c1cccnc1	-4%	1.7%[50 µM]
29	COC(=O)c1c(C(=O)OC)c(-c2ccc(F)cc2)n2c1CS(=O)(=O)C2	-2%	-0.2%
30	CC(C)C(OC(=O)c1nsc(Cl)c1Cl)C(=O)NC1CCCCC1 (stereo not given)	10%	0.1%

no.	Lipid droplet	Lipid droplet cells 6.5 µM
21	-23	719
22	-14	777
23	-16	745
24	14	787
25	-33	731
26	11	647
27	-2	654
28	6	829
29	6	817
30	-2	828

# Next section.
no.	compound	SIAH1 antagonists	K1F lysis inhibition
31	Cc1cccn2c(=O)c(C(=O)NC3CCCCC3)c(O)nc12	1%	0.0%
32	CCNC(=O)/C(C#N)=C/c1c(N2CCN(c3cccc(Cl)c3)CC2)nc2c(C)cccn2c1=O	1%	-1.0%[50 µM]
33	Cc1cc(N2C(=O)c3ccc(C(=O)Nc4ccc(CC(=O)O)cc4)cc3C2=O)no1	-3%	0.0%
34	Cc1cc(C)c2nc(N3CCC(C(=O)NCCN4CCOCC4)CC3)sc2c1	-5%	1.1%
35	Cc1ccc(CCNC(=O)CN(c2cc(C)cc(C)c2)S(=O)(=O)c2c(C)noc2C)cc1	-3%	0.0%
36	CC(=O)N1CCN(S(=O)(=O)c2ccc(S(=O)(=O)NC3CCCCC3)cc2)CC1	3%	0.1%
37	O=C(C1CC1)N1CCN(c2ccc(O)cc2)CC1	-3%	-0.5%
38	Cc1ccc(C)c(Cn2ncc3ccccc32)c1	3%	0.1%
39	Cc1ccc(C(C)C)c(OCC(=O)NN2C(=O)c3ccccc3C2=O)c1	7%	0.5%
40	COc1ccc(C(=O)CC(=O)C(=O)Nc2ccccc2)cc1	2%	0.2%

no.	Lipid droplet	Lipid droplet cells 6.5 µM
31	23	787
32	11	833
33	8	887
34	-8	810
35	-6	725
36	0	836
37	8	855
38	-5	783
39	7	827
40	-2	788

# Further structures follow.
no.	compound	SIAH1 antagonists	K1F lysis inhibition
41	O=C(NC1CCCN(c2ccc(C(F)(F)F)cn2)C1)c1ccnc(Cl)c1 (stereo not given)	0%	-0.1%
42	Cc1cc(-c2ccc(S(=O)(=O)N(C)Cc3ccccc3)cc2)on1	-4%	-0.1%
43	Cc1ccc2[nH]c(=O)c(CN(c3cccc(C)c3C)S(=O)(=O)c3ccccc3)cc2c1	-3%	0.3%
44	CC12CCC(C(=O)NNC(=O)c3ccc(F)cc3)(OC1=O)C2(C)C (stereo not given)	-3%	1.6%[50 µM]
45	Cc1nc2ccccc2c2oc(C(=O)N3CC(C)CC(C)C3)cc12 (stereo not given)	2%	8.9%
46	Cc1cc(S(=O)(=O)N2CCc3ccccc3C2)ccc1F	4%	0.6%
47	COc1cccc2c1Oc1ncccc1N(C(=O)CCC(=O)NCc1ccccc1)C2	0%	0.2%
48	CCNS(=O)(=O)c1ccc(CCC(=O)NCc2ccncc2)cc1	2%	0.4%
49	CCC(O)c1nc2ccccc2n1CCc1ccccc1 (stereo not given)	3%	0.2%
50	O=C(CSc1nnc(NC(=O)c2ccc(F)cc2F)s1)NC1CC1	-7%	-0.1%

no.	Lipid droplet	Lipid droplet cells 6.5 µM
41	-12	779
42	-70	768
43	-6	708
44	-6	701
45	-13	723
46	-2	779
47	14	748
48	2	809
49	-18	819
50	1	780

# Single entries from the results shown:
# Reading for entry 44 in Lipid droplet: -6
# Reading for entry 47 in Lipid droplet: 14
# Reading for entry 49 in Lipid droplet cells 6.5 µM: 819
# Reading for entry 42 in Lipid droplet cells 6.5 µM: 768
# Reading for entry 41 in K1F lysis inhibition: -0.1%

# Retrieved by structure from the list above (3):
no.	compound	SIAH1 antagonists	K1F lysis inhibition
8	O=C(c1cc(-c2cccc(Cl)c2)nc2ccccc12)N1CCN(c2ccccn2)CC1	-3%	0.1%
14	CCOC(=O)c1c(NC(=O)CCS(=O)(=O)c2ccccc2)sc2c1CC(C)(C)NC2(C)C	-1%	0.7%[50 µM]
29	COC(=O)c1c(C(=O)OC)c(-c2ccc(F)cc2)n2c1CS(=O)(=O)C2	-2%	-0.2%

no.	Lipid droplet	Lipid droplet cells 6.5 µM
8	-18	855
14	13	716
29	6	817

# The list goes on.
no.	compound	SIAH1 antagonists	K1F lysis inhibition
51	O=S(=O)(c1ccc(Cl)cc1)N1CCN(C(=S)NCC2CCCO2)CC1 (stereo not given)	3%	0.6%[50 µM]
52	Cc1cccc(NC(=O)c2c(O)c3ccccc3n(C)c2=O)c1	4%	0.1%
53	COc1cc([N+](=O)[O-])cc(/C=N/NC(=O)Cn2nc(C)cc2C)c1O	-2%	1.6%
54	Cc1nc(NC(=O)c2c(-c3ccccc3Cl)noc2C)sc1C	-4%	-0.2%[50 µM]
55	Cc1nc2cc(NC(=O)c3ccc([N+](=O)[O-])s3)ccc2s1	24%	-0.2%
56	COCCNC(=O)c1csc(Nc2cccc3ccccc23)n1	-3%	-2.5%
57	Cc1cc(=O)oc2c(C)c(OCC(=O)N3CCN(c4ccccc4)CC3)ccc12	8%	-0.1%
58	O=C(Nc1cccnc1)c1cc(S(=O)(=O)N2CCOCC2)ccc1Br	2%	0.2%
59	Cn1ncc(Br)c1C(=O)N1CCCCCC1	3%	0.0%
60	CCOc1ccc(C2C(C(N)=O)=C(C)Nc3ncnn32)cc1OC (stereo not given)	-2%	0.2%

no.	Lipid droplet	Lipid droplet cells 6.5 µM
51	-12	811
52	-5	746
53	5	646
54	-18	678
55	-19	655
56	-2	813
57	-14	721
58	5	887
59	0	627
60	0	845

# Next section
no.	compound	SIAH1 antagonists	K1F lysis inhibition
61	COc1ccc(CN2CCc3c([nH]c4ccccc34)C2)c(OC)c1C	5%	0.1%
62	Cn1c(=O)n(C)c2cc(NC(=O)CSc3nc4ccccc4c(=O)[nH]3)ccc21	-2%	0.0%
63	O=C(CCC(=O)N1CCOc2ccccc21)Nc1ccccc1Cl	3%	0.7%
64	CCC(C)NC(=O)C1CCN(S(=O)(=O)c2ccc3[nH]c(=O)ccc3c2)CC1 (stereo not given)	8%	-1.5%
65	Cc1ccc(S(=O)(=O)NNC(=O)c2sc(NS(=O)(=O)c3ccccc3)nc2C)cc1	-2%	0.0%
66	COc1ccc(NC(=O)C2CCCN2S(=O)(=O)c2ccc3c(c2)CC(C)N3C(C)=O)cc1OC (stereo not given)	-1%	0.8%
67	CCc1sc(C(=O)Nc2nc(C)cs2)cc1C	10%	-0.4%
68	Cn1cc(/C=C(\NC(=O)c2ccccc2)C(=O)N2CCOCC2)c2ccccc21	5%	0.1%
69	Cc1coc2c1c(C)cc1oc(=O)c(CC(=O)NCC(=O)N[C@H](C(=O)O)C(C)C)c(C)c12	12%	-0.3%[50 µM]
70	O=C1C=C(N2CCCCCC2)C(=O)N1c1ccc(Cl)cc1	5%	1.1%[50 µM]

no.	Lipid droplet	Lipid droplet cells 6.5 µM
61	-16	772
62	0	795
63	-1	810
64	2	772
65	-6	821
66	13	732
67	-3	759
68	0	724
69	-1	420
70	2	766

# The listing continues.
no.	compound	SIAH1 antagonists	K1F lysis inhibition
71	OCC[C@@H]1C[C@@H](O)[C@H](O)[C@]2(CCc3ccccc3O2)O1	-1%	3.2%
72	COCCCNC(=S)N(CCN(C)C)Cc1cc2cc3c(cc2[nH]c1=O)OCCO3	-3%	0.0%
73	COc1ccc(CN2CCCC(C(=O)N3CCc4ccccc4C3)C2)cc1OC (stereo not given)	5%	-0.1%
74	Cc1ccc(S(=O)(=O)N2CCCC2C(=O)NCc2ccccc2F)cc1 (stereo not given)	-6%	0.2%
75	CCc1ccc(CNC(=O)C2CCN(S(=O)(=O)N3CCCC3)CC2)cc1	7%	1.4%

no.	Lipid droplet	Lipid droplet cells 6.5 µM
71	6	766
72	-2	818
73	-4	707
74	-8	806
75	6	735

# Screens (PubChem BioAssay)
